Source: PubChem BioAssay
FECH inh = inhibitors of human ferrochelatase | calls only at 10 µM (by protocol) | 20,000 tested, 3.3% active | purified FECH, Ni-mesoporphyrin absorbance 550 nm | AID 1671448 | P22830;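 active = enzyme reaction rate more than 3 SD below the solvent-only control wells on the same plate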;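 also: lower slope than DMSO wells means FECH inhibition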
Target sequence (P22830 whole entry, looked up): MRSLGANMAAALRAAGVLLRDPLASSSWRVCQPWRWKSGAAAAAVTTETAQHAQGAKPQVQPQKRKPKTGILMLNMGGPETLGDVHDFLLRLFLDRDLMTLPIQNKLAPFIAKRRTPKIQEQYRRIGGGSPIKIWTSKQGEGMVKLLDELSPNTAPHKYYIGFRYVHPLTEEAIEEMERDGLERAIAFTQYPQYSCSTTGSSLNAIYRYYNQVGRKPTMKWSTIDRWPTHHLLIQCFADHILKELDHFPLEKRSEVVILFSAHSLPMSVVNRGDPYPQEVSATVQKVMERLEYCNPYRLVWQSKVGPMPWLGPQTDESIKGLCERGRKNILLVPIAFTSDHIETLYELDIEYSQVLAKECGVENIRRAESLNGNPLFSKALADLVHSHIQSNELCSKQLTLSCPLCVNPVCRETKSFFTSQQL
Calls only; i = inactive; + = active, no number.

SMILES	FECH inh
COC(=O)c1cccnc1N1CC[C@@H](c2ccc3ccccc3c2)[C@H](O)C1	i
CCc1ccccc1NCc1cc(=O)n2[nH]c(-c3ccc(C(C)(C)C)cc3)nc2n1	+
Cc1cc(N2CCCC2)nc(N2CCN(S(=O)(=O)c3ccc(Br)cc3)CC2)n1	i
CCC1=C(c2ccc(OC)cc2)S(=O)(=O)N(CC(=O)Nc2ccc(Br)c(C)c2)C1=O	i
O=C(NCC1CCCN(C(=O)OCc2ccccc2)C1)Nc1nncs1 (stereo not given)	i
COc1ccccc1CNS(=O)(=O)c1cc(C(=O)N2CCCCC2)cs1	i
Cc1cccc(OCCN2CCCN(C(=O)c3ccco3)CC2)c1C	i
COc1ccc(N2CCCS2(=O)=O)cc1NC(=O)c1ccc(Br)o1	i
O=C(CN1CCCN(Cc2ccccc2)S1(=O)=O)N1CCCCCC1	i
CC1(C)Cc2cc(CNC(=O)CC3C(=O)NCCN3C3CCCC3)ccc2O1 (stereo not given)	i
Cc1cccc(-c2cc(N3CCN(C(=O)NC4CCCCC4)CC3)ncn2)c1	i
CCCNc1nc(Nc2cccc(Cl)c2)c2cnn(-c3ccccc3)c2n1	i
Nc1ccc(-c2ccc(-c3nc(CCCc4ccccc4)no3)cn2)cn1	i
Cc1ccc2nc(CNC(=O)c3ccc(Cn4ccnc4)o3)[nH]c2c1	i
CCCN(Cc1cccnc1)Cc1cnc2c(-c3ccccc3)cnn2c1	i
CCCCOc1ccc(CNC(=O)c2ccc(CN3C(=O)CCn4nccc43)cc2)cc1	i
CCC1=C(c2ccc(OC)cc2)S(=O)(=O)N(CC(=O)NCc2ccc(Cl)cc2)C1=O	i
CC(C)OCCCNC(=O)c1ccc(CN2C(=O)CCn3nc(-c4ccccc4)cc32)cc1	i
CCCC(=O)Nc1cccc(C(=O)NCC2CC(CC)=NO2)c1 (stereo not given)	i
CCC(CC)n1nc(C)cc1NC(=O)C(=O)Nc1ccc(C)cc1C	i
CC(=O)Nc1c2n(c3ccc(F)cc13)CC(C)(C(=O)NC1CCCC1)N(C1CCC(C)CC1)C2=O (stereo not given)	i
CN(CCNC(=O)C1CCN(c2ccc(-c3cccs3)nn2)CC1)C1CCCCC1	i
O=C(c1csc(S(=O)(=O)Nc2ccc(C(F)(F)F)cc2)c1)N1CCCC1	i
COc1cc(Cl)c(C)cc1NC(=O)Cn1c(=O)c2cnc(-c3ccccc3)nc2n(C)c1=O	i
Fc1ccc(Nc2nc(NCc3cccnc3)nc3c2cnn3-c2ccccc2)cc1	i

Ordered by molar mass (high to low): some entries from above.
SMILES	FECH inh
CCC1=C(c2ccc(OC)cc2)S(=O)(=O)N(CC(=O)NCc2ccc(Cl)cc2)C1=O	i
CCCCOc1ccc(CNC(=O)c2ccc(CN3C(=O)CCn4nccc43)cc2)cc1	i
O=C(c1csc(S(=O)(=O)Nc2ccc(C(F)(F)F)cc2)c1)N1CCCC1	i
CC1(C)Cc2cc(CNC(=O)CC3C(=O)NCCN3C3CCCC3)ccc2O1 (stereo not given)	i
Cc1cccc(-c2cc(N3CCN(C(=O)NC4CCCCC4)CC3)ncn2)c1	i
COC(=O)c1cccnc1N1CC[C@@H](c2ccc3ccccc3c2)[C@H](O)C1	i
Cc1ccc2nc(CNC(=O)c3ccc(Cn4ccnc4)o3)[nH]c2c1	i

The main list resumes with the 4 entries that preceded the break.
SMILES	FECH inh
CN(CCNC(=O)C1CCN(c2ccc(-c3cccs3)nn2)CC1)C1CCCCC1	i
O=C(c1csc(S(=O)(=O)Nc2ccc(C(F)(F)F)cc2)c1)N1CCCC1	i
COc1cc(Cl)c(C)cc1NC(=O)Cn1c(=O)c2cnc(-c3ccccc3)nc2n(C)c1=O	i
Fc1ccc(Nc2nc(NCc3cccnc3)nc3c2cnn3-c2ccccc2)cc1	i
CCCC1COCCN1Cc1ncc[nH]1 (stereo not given)	i
CCOC(=O)c1ccc(NC(=O)N2CCC(n3cnc4cccnc43)CC2)cc1	i
Cc1ccc(N2C(=O)CCS2(=O)=O)cc1S(=O)(=O)Nc1ccc(N2CCCC2)cc1	i
CCC(Nc1nc(C)nc2c1cnn2C)c1ncnn1CC (stereo not given)	i
Cc1ccc(S(=O)(=O)Nc2nc3n(n2)C(c2ccc(F)cc2)C=C(c2ccccc2)N3)cc1 (stereo not given)	i
CC(CNc1nc(-c2ccncc2)nc2c1CNC2)Oc1cccnc1 (stereo not given)	i
CC(Cc1cnccn1)n1ccnc1-c1nccn1C (stereo not given)	i
CC(C)c1noc(C2CCCN(Cc3cc4ccccc4[nH]c3=O)C2)n1 (stereo not given)	i
Cc1c(CNC(=O)C(=O)c2c(-c3ccccc3)cc3ccccn23)cnn1C	i
Cc1cc(C)c(Cn2cncn2)cc1CN1CCC2(CC1)CNC(=O)C2	i
CC(=O)Nc1c2n(c3ccc(F)cc13)CC(C)(C(=O)NC1CCCCC1)N(Cc1ccco1)C2=O (stereo not given)	i
Cc1noc(C)c1C1CCCN1C1CCN(c2ccc3c(c2)OCO3)CC1 (stereo not given)	i
CCc1c(C(=O)N2CCC3(CC2)CNC(=O)C3)[nH]c2ccccc12	i
Cc1ccsc1C(=O)NC(C(=O)O)c1c(C)n[nH]c1C (stereo not given)	i
Cc1cc(C)cc(Oc2cc(SCC(=O)Nc3ccc(F)cc3Cl)ncn2)c1	+
CN(Cc1ccc2nonc2c1)Cc1cc(-c2ccncc2)no1	i
CCOc1ccccc1CNc1nc(-c2nnc(-c3ccc(C)cc3)o2)nc2ccccc12	i
OCCNc1nc(Nc2ccc(F)cc2)c2cnn(-c3ccccc3)c2n1	i
Cc1cc(C)c2oc(=O)cc(CN(Cc3ccccn3)CC3CCCO3)c2c1 (stereo not given)	i
Cc1nc(N)nc(C)c1CC(=O)N1CCCC(Nc2ccccc2)C1 (stereo not given)	i
CN(C(=O)c1cc(Cn2ccc3ccccc32)[nH]n1)C1Cc2ccccc2C1	i
O=c1cc(CN2CCN(CCn3cncn3)CC2)c2cccc3c2n1CCC3	i
COCc1nc2cccnc2n1C1CCN(S(=O)(=O)c2ccc(C)cc2C)CC1	i
CCn1cnc(NC(=O)NCc2ccc(Cl)cc2Cl)n1	i
CC(CN1CCCC1)C(=O)N1Cc2cnc(-c3ccccc3)nc2C1 (stereo not given)	i

A section of the results above:
SMILES	FECH inh
CCCC1COCCN1Cc1ncc[nH]1 (stereo not given)	i
CCOC(=O)c1ccc(NC(=O)N2CCC(n3cnc4cccnc43)CC2)cc1	i
Cc1ccc(N2C(=O)CCS2(=O)=O)cc1S(=O)(=O)Nc1ccc(N2CCCC2)cc1	i
CCC(Nc1nc(C)nc2c1cnn2C)c1ncnn1CC (stereo not given)	i

Following part:
SMILES	FECH inh
Cc1cc(NCc2cc(-c3ccccn3)no2)nc(-c2cccnc2)n1	i
COc1c(F)ccc(C(=O)N2CCn3c(C(N)=O)cnc3C2)c1F	i
CCN(CC(=O)NC(C)c1ccc(C)cc1)Cc1noc(C)n1 (stereo not given)	i
CNC(=O)CN1CCOc2c(O)cc(-c3ccccc3C)cc2C1	i
O=C(Nc1ccc(F)cc1)c1cccn1-c1nnc(N2CCCCC2)s1	i
CC(C)CCC1=NC2(CCN(C(=O)c3cc(F)cc(Cl)c3)CC2)C(=O)N1	i
CC(C)Cc1cc(C(=O)N(C)Cc2n[nH]c3c2CCCC3)n(C)n1	i
Cc1cnc2c(C(=O)N3CCCC(OCc4ccccn4)C3)cnn2c1 (stereo not given)	i
CCc1csc(CNC(=O)c2cc(C3CC3)[nH]n2)n1	i
COc1ccnc(N2C[C@H]3CC=CC[C@H]3C2)n1	i
CCc1ccc(C(=O)NCCn2c(C(F)(F)F)nc3cccnc32)cc1	i
O=C(NCC1CCN(Cc2cnn(-c3ccccc3)c2)C1)C1CCC1 (stereo not given)	i
COCc1nc2cccnc2n1C1CCN(S(=O)(=O)c2cc(C)ccc2NC(C)=O)CC1	i
CCc1ccc(S(=O)(=O)NCc2nc3cccnc3n2Cc2ccccc2)cc1	i
O=C(Nc1cccc(-c2ccn[nH]2)c1)c1ccc2c(c1)OCO2	i
Cc1c(C(=O)N(C)C(C)c2cccnc2)nnn1Cc1ccccc1 (stereo not given)	i
COc1ccc(CC(=O)N2CCN(S(=O)(=O)c3cc4c5c(c3)CCN5C(=O)CC4)CC2)cc1OC	i
O=C1CN(Cc2c(F)cccc2Cl)S(=O)(=O)c2ccccc2N1Cc1ccccc1	i
CCOC(=O)c1cccc(NC(=O)CCS(=O)(=O)c2ccc3c(c2)CC(=O)N3C)c1	i
Cc1cccc(N2C(=O)N(Cc3cc(F)cc(F)c3)c3ccccc3S2(=O)=O)c1	i
CCN1CCC(CNS(=O)(=O)c2cccc(NC(C)=O)c2)C1 (stereo not given)	i
CCc1cc(C(=O)NCc2cccnc2Oc2cccc(C(F)(F)F)c2)no1	i
CNc1ncc(CN(C)S(=O)(=O)NCc2ccccc2)cn1	i
Cc1ccc(C)c(S(=O)(=O)N2CCN(c3nc(C)cc(Nc4ccccc4)n3)CC2)c1	i
CC(C)c1cc(Nc2ccccc2Cl)n2nc(-c3cccnc3)nc2n1	i
Carrying on.
SMILES	FECH inh
Cc1cccc(-c2cc(Nc3cccc(C(F)(F)F)c3)nc(C)n2)c1	i
Cc1cc(C)c(-c2ccc(C3(O)CCNCC3)cc2)c(C)c1	i
Cc1ccc(OC(C)C(=O)Nc2ccccc2SCc2cc(=O)n3c(ncn3C(C)C)n2)cc1 (stereo not given)	i
O=C(c1ccccc1OCc1ccccc1)N1CCOC2(CNCCOC2)C1 (stereo not given)	i
c1ccc(CNc2ncc(-c3nccn3CC3CCCCO3)cn2)cc1 (stereo not given)	i
CC(c1cccc(-c2ccc3nc(CO)[nH]c3c2)c1)N1CCCC1 (stereo not given)	i
Cc1cccn2c(CNC3CSCCSC3)cnc12	i
C=CCNc1ccccc1C(=O)N(C)C1CCCCC1	i
CC(=O)c1cccc(NS(=O)(=O)c2cc(N3C(=O)CCS3(=O)=O)ccc2C)c1	i
CCc1cc(N2C[C@H](OC(C)C)[C@@H](O)C2)nc(N(C)C)n1	i
COCCCN(CCC(=O)N1CCNCC1)C(=O)c1cccc(NC(C)=O)c1	i
Cc1cccc(S(=O)(=O)NCCn2c(CCc3ccccc3)nc3cccnc32)c1	i
CCn1c(C2CCN(Cc3cccn3-c3ccccn3)CC2)n[nH]c1=O	i
CCCSCCCNC(=O)c1cc2n(n1)CC(C)(C(=O)NCc1ccc(F)cc1)N(C)C2=O (stereo not given)	i
CCn1c(=O)n(CCN(C)C)c(=O)c2cnc(-c3ccc(OC)cc3)nc21	i
CC(c1cc2ccccc2[nH]1)N(C)C(=O)c1cnn2ccn(C)c12 (stereo not given)	i
CN(Cc1ccc(C(=O)Nc2ccc3c(c2)ncn3C)cc1)C1CCOCC1	i
c1ccc(-c2ccc(C3NCCc4[nH]cnc43)s2)cc1 (stereo not given)	i
Cc1cccc(-c2noc(CN(C)C(=O)C(C)(C)NC(=O)c3cccs3)n2)c1	i
CCOc1ccc(NC(=O)c2ccc(CNc3nc4nc(C)cc(=O)n4[nH]3)cc2)cc1	i
Cc1cccc(C)c1NC(=O)c1cccc(NC(=O)c2ccncc2F)c1	i
Cc1cccc(Nc2cc(C(C)C)nc3nc(-c4cccnc4)nn23)c1	i
CCN(CC)Cc1cnc2c(C(=O)N3CCc4sccc4C3)cnn2c1	i
CC(C)(C)c1ccc(-c2nc3nc(CN4CCCC4)cc(=O)n3[nH]2)cc1	i
CCOC(=O)c1cc2n(n1)CC(C)(C(=O)NCCC(C)C)N(c1ccc(OCC)cc1)C2=O (stereo not given)	i
More records
SMILES	FECH inh
Clc1ccc(-n2cnc3ccccc32)nc1	i
CNS(=O)(=O)c1ccc(CCC(=O)N2CCC3(CCCNC3)C2)cc1 (stereo not given)	i
O=C(Nc1ccccc1)N1CCC(n2cnc3cccnc32)CC1	+
CCCN(CCC)c1nc(Nc2cccc(Cl)c2)c2cnn(-c3ccccc3)c2n1	i
Cc1cc(NC(=O)c2ccc(C(C)(C)C)cc2)n(-c2ncnc3c2cnn3-c2ccc(Cl)cc2)n1	i
Cc1cc(N2CCCC2)nc(Nc2ccc(NC(=O)c3ccc(Br)cc3)cc2)n1	i
CC(C)Nc1ncc(CN2CCCC(C(=O)c3ccc4ccccc4c3)C2)cn1 (stereo not given)	i
OC(Cc1ccccc1)Cn1cnc(-c2ccccc2)c1-c1cccnc1 (stereo not given)	i
COCCC(=O)N[C@H]1C[C@@H](C(=O)NC2C3CC4CC(C3)CC2C4)N(C)C1 (stereo not given in full)	i
Cc1cccc(CN2CCCN(CC(=O)Nc3ccc(Cl)cc3)S2(=O)=O)c1	i
c1cncc(CNc2cc(-c3cnn4cccnc34)c3cc[nH]c3n2)c1	i
CCS(=O)(=O)N1CCN(c2nccc(N3CCC(O)C3)n2)CC1 (stereo not given)	i
CCn1c(=O)n(-c2ccc(C)c(C)c2)c2nc(-c3cccc(OC)c3)nc(C(N)=O)c21	i
O=C(NCc1ccccc1Cn1cccn1)c1cn[nH]n1	i
COc1c(C)cc(C(=O)C2CCCN(C(=O)C(=O)Nc3ccccc3)C2)cc1C (stereo not given)	i
CCn1ncnc1CN1CCC(c2ccnc(-c3ccncc3)c2)C1 (stereo not given)	i
CN(Cc1ccc(C(=O)Nc2ccc3[nH]ncc3c2)cc1)Cc1cnccn1	i
CCOc1ccc(N(Cc2nc3nc(C)cc(C)n3n2)C(=O)c2ccc(F)cc2)cc1	i
COc1ccc(OC)c(Nc2nc(NCc3ccccc3OC)nc3c2cnn3-c2ccccc2)c1	i
Cc1nc(CN(C)C(=O)COc2ccc(F)cc2)no1	i
Cc1cc(CNc2nccc(N3CCC(O)CC3)n2)c2[nH]c(C)c(C)c2c1	i
O=C(CCNCc1ccc(Cl)cc1)Nc1cccc(F)c1	i
CCCN1CC(NC(=O)CN2CCC(C)=N2)CC1=O (stereo not given)	i
Cc1ccc(-c2nnc(-c3nc(NCCc4cnc[nH]4)c4ccccc4n3)o2)cc1	i
COc1ccccc1NC(=O)Nc1nc(CC(=O)Nc2cc(C)ccc2C)cs1	i
COc1ccc(C)cc1S(=O)(=O)N1CCN(c2nc(C)cc(N3CCOCC3)n2)CC1	i
CC(Cc1cn(Cc2ccccn2)nn1)c1ccccc1 (stereo not given)	i

Only part of the results is shown; rates above refer to the full screens.
